# Screening results from PubChem.
# IkB sig inh – IkB pathway inhibition in ABC-DLBCL cells; ABC-DLBCL IkBa-CBG/CBR dual luciferase ratio, 4 h; response scale: scaled: untreated 0%, proteasome inhibitor 100%; Potency, µM (highest dose often 57.1 µM), for inactives: top-dose IkBa stabilization activation; actives 0.04% (n = 110,000); AID 445; active = well fitted curve in the direction sought with a large enough effect in the signal ratio, not every such curve was filed as active; inconclusive = small, poorly fitted or top-dose-only effect, or a change in a side signal; the % refers to the signal ratio;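 note: the direction sought is a rising ratio; 0% = basal untreated cells and 100% = reference inhibitor full response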
#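 Luminescence ratio of IκBα-fused green versus native red beetle luciferase in OCI-Ly3 cells, 4 h post-doxycycline with compound; red signal alone, scaled from basal (0%) to zero light (-100%), flagged nonspecific or cytotoxic effects.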
# Peg3 imprint – induces erasure of genomic imprints in mouse ES cells | mouse ES Peg3-LacZ reporter, beta-gal luminescence, 40 h | Potency, µM (highest dose often 60.7 µM), inactives show at the top dose activity change, positive = activation, usual class: activators | actives 0.02% (n = 110,000) | AID 1948;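 note: 0% = negative control wells on the plate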
#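 Gelatin-coated wells received 300 freshly trypsinized female ES cells with a Peg3LacZ-Neo reporter on the maternal allele, then incubated 40 hours at 37C. BetaGlo was added for 5 minutes at room temperature before a single luminescence read.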
# p53ts 39C tox – kills p53ts cells at the nonpermissive temperature | Potency, µM (doses to about 46.1 µM), inactives show at the highest dose activity change, negative = cell killing, actives largely listed as cytotoxic | AID 902 | actives 1.5% (n = 130,000) | H1299-p53A138V viability at 39C, ATP luminescence, 24 h; note: nearly all actives have a fitted effect of over 55% in size
# p53ts 32C kill – cytotoxicity in p53ts cells at permissive temperature. AID 924. actives 0.93% (n = 130,000). Potency, µM (titrated, usually from 46.1 µM), without a hit: top-dose activity change, negative = cytotoxicity, hits mostly cytotoxic. H1299-p53A138V at 32C, ATP luminescence viability, 24 h;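 note: 0% = DMSO and -100% = full killing by reference compound; nearly all actives have a fitted effect of over 55% in size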
#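 Viability by ATPlite luminescence after 24 h compound treatment (up to 46 uM) at the permissive 32C. Cells are H1299 carrying p53 A138V. Scale runs from DMSO basal to 100 uM tamoxifen as full kill; AC50 from Hill fits.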
# * marks the source's active call; other numbers are inactive results; ? = inconclusive; / = not tested or not shown; [ ] = another dose, or the depositor's remark. Unless noted, calls come from the whole dose curve; as a rule, active = well fitted curve in the direction sought with a large enough effect; inconclusive = small, poorly fitted or top-dose-only effect, or another doubt; inactive = no such curve, though single readings can be large; an effect the other way counts as inactive or inconclusive. Unless noted, % is set by controls: 0 for no effect and ±100 for the full control effect; potency is the fitted concentration of half-maximal effect.
# Under each structure: IkB sig inh | Peg3 imprint | p53ts 39C tox | p53ts 32C kill
Cc1ccc(O)c(NC(=O)c2cccc(NC(=O)c3ccco3)c2)c1
    ? | -13% | -14% | -8%
CCC(Sc1nc2nccnc2c(=O)n1Cc1ccc(Cl)cc1)C(=O)NC1CCCCC1 (stereo unspecified)
    0.1% | -8%[10.9 µM] | -14% | 4%
Cc1ccc(Cn2ccc(NC(=O)c3cc(-c4ccco4)on3)n2)cc1
    6.1% | -21% | -14% | 7%
O=C(NCCCN1CCOCC1)c1cc(-c2cccs2)on1
    4.4% | -11% | -10% | -15%
CCN1CCN(Cc2nc3cc(NC(=O)c4ccccc4[N+](=O)[O-])ccc3n2CC)CC1
    ? | 5%[10.9 µM] | 11% | 7%
CN(C)CCN1C(=O)CC[C@]2(C)C1=CC[C@@H]1[C@@H]2CC[C@]2(C)[C@H]1CC[C@]2(C)O
    0.3%[11.4 µM] | -11%[10.9 µM] | 14%[9.22 µM] | -10%[9.22 µM]
CCCc1cc(COC)c(C#N)c(=O)[nH]1
    -0.9%[11.4 µM] | -9%[10.9 µM] | 10%[9.22 µM] | -2%[9.22 µM]
CC(=O)Nc1ccc(S(=O)(=O)CCC#N)cc1
    0.5% | 7% | -13% | 5%
Cc1cc(OCC(=O)N(C)C)c2c(-c3ccccc3)cc(=O)oc2c1
    -0.3% | -9% | 0% | 9%
COc1cc2c(C(=O)NCc3ccccn3)cn(CC(C)C)c(=O)c2cc1OC
    -3.6% | -12% | 9% | 7%
CCCSc1nc(C)cc(=O)[nH]1
    0.3% | -3% | 1% | 7%
COC(=O)[C@@]1(Cc2ccc(F)cc2)[C@H]2c3cc(C(=O)N4CCCC4)n(Cc4ccc(C)o4)c3C[C@H]2CN1C(=O)c1ccccc1
    / | -28% | 43%[activator] | 28%
CCN(CC)S(=O)(=O)c1cccc(C(=O)OCc2cc(=O)n3nc(C)sc3n2)c1
    1.7% | -3% | 8% | -5%
CCC(c1nnnn1Cc1ccco1)N(Cc1cc2cc(C)cc(C)c2[nH]c1=O)CC1CCCO1 (stereo unspecified)
    ? | -10% | -6% | -11%
CCc1ccc(OCC(=O)Nc2ccc(-c3nc4ccccc4o3)c(O)c2)cc1
    -0.4% | -26% | -22% | ?
CCN(CC)C(=O)Cn1c(=O)n(CCCCCC(=O)NCc2ccc3c(c2)OCO3)c(=O)c2sccc21
    7.9% | -1%[10.9 µM] | -12% | 1%
COc1ccc(Nc2ncnc3c2c(-c2ccccc2)cn3-c2ccc(C)c(Cl)c2)cc1OC
    ? | -14%[10.9 µM] | ? | 7%
COc1ccc2cc(S(=O)(=O)N3CCOCC3)ccc2c1
    -2.9% | -12% | -5% | 5%
CC(=O)Nc1cccc(NC(=O)c2ccco2)c1
    / | / | -10% | 0%
CC(=O)C1=C(C)Nc2ncnn2C1c1ccccc1Cl (stereo unspecified)
    -1.1% | -6% | 10% | 16%
O=C(Cn1c(=O)nc(-c2ccccc2)c2cc(Cl)ccc21)NCCCc1ccccc1
    ? | 14%[10.9 µM] | ? | ?
CC1(C)CC(=O)c2c(noc2-c2ccccc2)C1
    -1.9% | -12% | -6% | -3%
COCCCNC(=O)c1cc2c(s1)CS(=O)(=O)C2
    -0.6% | -2% | 9% | 19%
COc1ccc(C)cc1NC(=O)c1cc2c(C)nc3ccccc3c2o1
    1.7% | 1% | -4% | -16%
O=C(O)C(F)(F)C(F)(F)C(F)(F)C(F)(F)C(=O)O
    -0.5%[11.4 µM] | -3%[10.9 µM] | 7%[9.22 µM] | 7%[9.22 µM]
COc1ccccc1CN1CCCC2(CCN(C(=O)c3ccco3)CC2)C1
    1.6%[11.4 µM] | / | -10% | -12%
Cc1cc(NC(=O)c2cnccn2)no1
    -2.0% | -22% | 5% | -2%
COc1ccc(C2CC(c3ccco3)n3ncnc3N2)cc1 (stereo unspecified)
    2.5% | -11% | -3% | ?
O=C(CCCCn1c(=O)[nH]c2ccsc2c1=O)N1CCN(c2cccc(C(F)(F)F)c2)CC1
    ? | -11%[10.9 µM] | 13% | 6%
Cn1c(=O)c2c(SCC(=O)Nc3ccccc3C(F)(F)F)nc(C3CCCC3)nc2n(C)c1=O
    0.6% | 8%[10.9 µM] | 9% | 9%
COc1ccc(C(=O)Nc2noc3ccccc23)cc1
    ? | -53%[inhibitor][10.9 µM] | 6.3µM* | 3.2µM*
CCc1cc2c(cc3c(=O)n(CC(=O)N4CCN(c5cc(Cl)ccc5C)CC4)ncn32)s1
    -1.2% | -9%[10.9 µM] | -18% | -9%
O=C(CCCCn1c(=O)[nH]c2ccsc2c1=O)NCC1CCCO1 (stereo unspecified)
    -1.3% | -1% | -12% | -8%
Cc1noc(C)c1C(=O)NC(C)C1CCCO1 (stereo unspecified)
    0.9% | -9% | 12% | 4%
CNC(=O)n1ccc(C(=O)N2CCCCC2)n1
    -2.4% | -1% | 4% | 6%
O=C(CSCc1ccc(Cl)cc1)c1ccco1
    ? | 1% | -9% | -8%
Cc1onc(-c2ccccc2Cl)c1C(=O)Nc1cc(=O)n(C)c(=O)n1C
    -0.9% | -11% | 7% | 2%
CCN(C(=O)c1cn(C)c(=O)c2cc(OC)c(OC)cc12)c1ccccc1C
    -0.6% | -1% | -4% | 7%
O=C(Cn1cnc2c(cnn2-c2ccccc2)c1=O)NC1CCCC1
    1.5% | -8% | 4% | -12%
COc1ccc(Cn2nnnc2CN(Cc2cc3cccc(C)c3[nH]c2=O)C2CCCC2)cc1
    0.7% | -3% | 5% | 9%
CS(=O)(=O)Nc1cccc(-c2cncnc2Nc2ccc(F)cc2)c1
    12%[11.4 µM] | ? | -3% | 9%
Nc1cc2c(nc3c4ccccc4c(N)cc3[n+]2-c2cccc3ccccc23)c2ccccc12 (tested in a mixture with another compound)
    2.0%[11.4 µM] | -5%[10.9 µM] | -16%[9.22 µM] | -6%[9.22 µM]
COc1cccc(-c2cc(NCc3ccccc3OC)ncn2)c1
    1.4%[11.4 µM] | ? | -24% | -3%
CCOc1ccc(NC(C)c2cc(Cl)ccc2O)cc1 (stereo unspecified)
    26% | -5% | -1% | 4%
O=C(c1ccc(=O)[nH]c1)N(Cc1ccco1)C1(C(=O)NC2CCCC2)CCCCC1
    0.3% | -14% | -10% | 6%
Cc1ccc(NC(=O)C2CCN(c3nnc(C)c4c(C)n(-c5ccccc5)nc34)CC2)cc1Cl
    ? | 2%[10.9 µM] | 31%[activator] | 10%
COc1ccccc1CNC(=O)NCc1noc2ccc(C)cc12
    ? | -13%[10.9 µM] | -4% | 3%
O=C(CCN1C(=O)C2C3C=CC(C3)C2C1=O)Nc1c(F)cc(F)cc1Br (stereo unspecified)
    0.4% | -6% | -7% | -3%
CC(OC(=O)c1cccs1)C(=O)NCc1ccc2c(c1)OCO2 (stereo unspecified)
    -0.8% | 2% | -2% | -11%
COCC(=O)Nc1nnc(Cc2ccc(OC)c(OC)c2)s1
    0.2% | -6% | -8% | -8%
CCn1c(SCC(=O)Nc2cccc(C)c2)nc2c(c1=O)SC(C)C2 (stereo unspecified)
    5.1% | -17% | -7% | -13%
N#Cc1c(SCC(=O)Nc2nccs2)nc2c(c1-c1ccco1)CCCC2
    2.0% | 7% | 8% | 1%
CC(C)(C)OC(=O)N1CCC(c2c(C(=O)N3CCN(c4ccccc4)CC3)cnn2-c2ccccc2)CC1
    1.3% | 1%[10.9 µM] | 0% | 6%
CCCCN1C(=O)c2ccc(C(=O)Nc3cccnc3)cc2C1=O
    -0.5% | -16% | 6% | 5%
CCOC(=O)c1c(C)[nH]c(C(=O)CN2CC(C)OC(C)C2)c1C (stereo unspecified)
    0.0% | -4% | 6% | 6%
CC(=O)C(Sc1ncnc2c1nnn2-c1ccc(F)cc1)C(=O)N(C)C (stereo unspecified)
    / | / | 20% | -5%
NNS(=O)(=O)c1cc(C(=O)O)cc(C(=O)O)c1
    -0.1%[11.4 µM] | -47%[inhibitor][10.9 µM] | 8%[9.22 µM] | 12%[9.22 µM]
Cc1ccc(-c2noc(CN(C3CCCCC3)S(=O)(=O)c3ccc(F)cc3)n2)cc1
    ? | -9%[10.9 µM] | -9% | 0%
COc1ccc(-c2nc3c(c(SCC(=O)N4CCCCC4)n2)Cc2c(CO)cnc(C)c2O3)cc1
    -1.3% | -11%[10.9 µM] | 6% | -4%
C=CCn1c(C(C)NC(=O)CC)nc2ccccc21 (stereo unspecified)
    0.2% | -4% | -1% | -1%

# Part of the list above in order of count of non-hydrogen atoms, lowest first.
# Under each structure: IkB sig inh | Peg3 imprint | p53ts 39C tox | p53ts 32C kill
NNS(=O)(=O)c1cc(C(=O)O)cc(C(=O)O)c1
    -0.1%[11.4 µM] | -47%[inhibitor][10.9 µM] | 8%[9.22 µM] | 12%[9.22 µM]
C=CCn1c(C(C)NC(=O)CC)nc2ccccc21 (stereo unspecified)
    0.2% | -4% | -1% | -1%
COCC(=O)Nc1nnc(Cc2ccc(OC)c(OC)c2)s1
    0.2% | -6% | -8% | -8%
CCOC(=O)c1c(C)[nH]c(C(=O)CN2CC(C)OC(C)C2)c1C (stereo unspecified)
    0.0% | -4% | 6% | 6%
CCCCN1C(=O)c2ccc(C(=O)Nc3cccnc3)cc2C1=O
    -0.5% | -16% | 6% | 5%
CCn1c(SCC(=O)Nc2cccc(C)c2)nc2c(c1=O)SC(C)C2 (stereo unspecified)
    5.1% | -17% | -7% | -13%
CC(=O)C(Sc1ncnc2c1nnn2-c1ccc(F)cc1)C(=O)N(C)C (stereo unspecified)
    / | / | 20% | -5%
N#Cc1c(SCC(=O)Nc2nccs2)nc2c(c1-c1ccco1)CCCC2
    2.0% | 7% | 8% | 1%
Cc1ccc(-c2noc(CN(C3CCCCC3)S(=O)(=O)c3ccc(F)cc3)n2)cc1
    ? | -9%[10.9 µM] | -9% | 0%
Cc1ccc(NC(=O)C2CCN(c3nnc(C)c4c(C)n(-c5ccccc5)nc34)CC2)cc1Cl
    ? | 2%[10.9 µM] | 31%[activator] | 10%
CC(C)(C)OC(=O)N1CCC(c2c(C(=O)N3CCN(c4ccccc4)CC3)cnn2-c2ccccc2)CC1
    1.3% | 1%[10.9 µM] | 0% | 6%

# More structures
# Under each structure: IkB sig inh | Peg3 imprint | p53ts 39C tox | p53ts 32C kill
COc1ccc(NC(=O)CN2C(=O)CC(C)(C)S(=O)(=O)c3ccccc32)cc1
    -4.7% | 1% | -7% | 0%
COc1ccccc1-c1noc(CSc2nnc(-c3ccccc3)n2-c2ccc(C)c(C)c2)n1
    ? | -8%[10.9 µM] | -11% | 4%
CCOC(=O)N1CCN(C(=O)c2cccc(OC)c2OC)CC1
    -0.3% | 0% | -3% | 0%
CC1(C)Oc2ccc(C(=O)N3CCCCC3)cc2N(CC(=O)NCc2ccccc2)C1=O
    -0.7% | -12% | 5% | 6%
CC(=O)c1cccc(N2C(=NC(=O)C(C)C)SC3CS(=O)(=O)CC32)c1 (stereo unspecified)
    -1.5% | -1% | 10% | 1%
CCOC(=O)N1CCC(NC(=O)c2ccc3c(c2)N(Cc2cccc(C)c2)C(=O)c2ccccc2S3(=O)=O)CC1
    -0.9% | -14%[10.9 µM] | -28% | 21%
Cc1ccc(-n2nnnc2SCC(N)=O)c(C)c1
    -1.1% | -5% | 6% | 8%
Cc1cc(C)c(S(=O)(=O)NCCc2sc(-c3cccnc3)nc2C)c(C)c1
    1.1% | -5%[10.9 µM] | -26% | -7%
CCSc1nc2c(cnn2-c2ccc(C)cc2)c(=O)[nH]1
    -2.8% | -4% | -3% | -10%
O=C(CCNS(=O)(=O)c1ccc2c(c1)CCC(=O)N2)Nc1ccc2c(c1)OCCO2
    -1.0% | -14% | -5% | 7%
CCSc1nnc(NC(=O)CSc2nccn2-c2cccc(C)c2C)s1
    22% | -19% | 2% | -12%
COC(=O)c1sc(NC(=O)C2CCCCC2C(=O)O)c(C(=O)OC)c1C (stereo unspecified)
    2.3% | -1% | -2% | -1%
COc1ccc(OC)c(C(=O)c2ccc(C(=O)O)cc2)c1
    0.9% | 10% | -2% | 1%
Cn1c(=O)oc2cc(S(=O)(=O)NCc3ccccn3)ccc21
    -1.4% | -2% | 2% | 2%
CC1CCN(CC(=O)N2c3ccccc3CCc3ccccc32)CC1
    1.7% | -16% | 2% | -7%
CC(=O)Nc1ccc2c(c1)ncn2C
    / | / | 8% | -3%
O=c1cnc2cnc(OCc3ccccc3)nc2n1CCc1ccccc1
    -1.2%[11.4 µM] | / | -3% | 0%

# This is a random part of the collection. Share with any hit: about 1.7%.
